Bioassay records (PubChem BioAssay)
SUMO HTRF inh: inhibitors of human SUMOylation (UBC9). HTRF SUMOylation assay, SAE1/SAE2 + UBC9, in vitro. inhibition, % at 35 µM. 0.36% of 290,000 active. AID 2006; in the data active = inhibition above about 50%, passing the limit was not always enough; note: strong numbers were not always called active
MEKK3 PB1 HTS: modulators (inhibitors or enhancers) of MEK5 binding to human MEKK3 PB1 domain; Q99759; bead-based flow cytometry, Alexa488-MEK5 binding to MEKK3; actives lie on both sides; 0 = blocked by unlabeled MEK5, 100 = vehicle; binding response (% of control), % at 10 µM; 1.4% of 290,000 active; AID 1529;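 active = binding response more than 3 SD above or below the average of its plate-row segment, actives on both sides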;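 note: Alexa488 bead fluorescence after subtracting the streptavidin-only scavenger bead signal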
Target sequence (Q99759 whole entry, looked up, the tested form may be a part): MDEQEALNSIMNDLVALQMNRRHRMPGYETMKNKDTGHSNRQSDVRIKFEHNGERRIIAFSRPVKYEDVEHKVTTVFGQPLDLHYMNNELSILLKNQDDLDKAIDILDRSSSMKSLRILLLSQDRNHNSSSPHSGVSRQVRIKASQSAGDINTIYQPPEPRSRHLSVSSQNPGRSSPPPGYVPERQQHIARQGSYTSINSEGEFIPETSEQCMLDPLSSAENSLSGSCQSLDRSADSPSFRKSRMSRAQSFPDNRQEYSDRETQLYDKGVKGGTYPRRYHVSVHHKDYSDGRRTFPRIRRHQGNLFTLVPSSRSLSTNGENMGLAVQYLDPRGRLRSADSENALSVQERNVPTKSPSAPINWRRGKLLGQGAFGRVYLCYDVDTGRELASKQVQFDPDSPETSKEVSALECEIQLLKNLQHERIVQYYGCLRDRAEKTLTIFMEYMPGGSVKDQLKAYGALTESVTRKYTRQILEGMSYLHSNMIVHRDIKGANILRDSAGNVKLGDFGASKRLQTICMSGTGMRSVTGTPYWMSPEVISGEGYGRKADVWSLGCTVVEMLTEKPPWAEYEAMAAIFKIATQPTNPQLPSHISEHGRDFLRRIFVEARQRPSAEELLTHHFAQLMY
GalR3 antag: antagonists of human GalR3 | O60755 | HEK293 GalR3-CNG cAMP membrane potential fluorescence; galR3 body fused to GalR1 C-terminus | AID 651719 | inhibition, % at 3 µM | 0.44% of 360,000 active;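 active = inhibition above the screen-wide average plus 3 SD, cut at about 13% in these data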;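 note: forskolin and galanin both at EC90 stimulate the cells; cAMP rise reported by CNG channel membrane potential dye signal; 0% = forskolin plus galanin with DMSO and 100% = forskolin alone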
MEKK2 mut-MEK5: signal of MEK5 binding to mutant human MEKK2 PB1 domain; bead flow cytometry, Alexa488-MEK5 binding to MEKK2 mutant; percent response, % at 10 µM; 0.35% of 290,000 active; AID 1530; in the data active = percent response above about 24%, passing the limit was not always enough; note: inactives centre near 1; some results filed as inactive read as strong as hits
CRFR2-BP antag: antagonists of CRF-binding protein/CRF-R2 receptor complex; 0.59% of 350,000 active; inhibition, % at 11.8 µM; HEK293 CRF-R2/CRF-BP, CRF-induced calcium fluorescence;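 active = inhibition of the ligand-induced calcium signal above about 50% at the single tested concentration, limit read from the data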
CRFR2-BP ag: CRF-BP/CRF-R2 complex agonism; HEK293 CRF-R2/CRF-BP, calcium dye fluorescence (FLIPR); percent of saturating CRF peptide response; activation, % at 13.2 µM; 0.46% of 350,000 active;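 active = activation of at least 50%, plus an integration ratio under a set limit after plate pattern correction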;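 note: plate controls were neutral control wells without compound for no effect and CRF at EC100 for full effect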
HCV NS3 hel inh: HCV NS3 helicase inhibition; NS3 helicase DNA unwinding, Cy5 molecular beacon fluorescence; inhibition, % at 10.9 µM; 0.56% of 290,000 active; AID 1800;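 active = inhibition above the mean of all tested compounds plus 3 SD, set per campaign, cut at about 35% in these data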;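 note: 0% = DMSO wells and 100% = thioflavine S control wells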
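Material: hepatitis C virus NS3 helicase domain fragment enzyme; measured by: Cy5 fluorescence, 0 and 60 min reads; control set: DMSO and thioflavine S; incubation: 60 min unwinding reaction at 25 °C after ATP addition; read-out basis: % inhibition from 60/0 min fluorescence ratio, DMSO 0%, thioflavine S 100%; repeats: singlicate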
FID counter: displaces DNA intercalator in HCV helicase counter-screen; DNA fluorescent intercalator displacement, fluorescence; inhibition, % at 7.9 µM; 0.17% of 290,000 active; AID 1845; in the data active = inhibition above about 37%;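 note: 0% = vehicle and 100% = reference compound; higher means more ethidium bromide displaced from hairpin DNA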
MEKK2 WT-MEK5: raises or lowers MEK5 binding to wildtype human MEKK2 PB1 domain; Q9Y2U5; bead flow cytometry, Alexa488-MEK5 binding to MEKK2 WT; actives lie on both sides; binding response (% of control), % at 10 µM; 1.1% of 290,000 active; in the data active = binding response below about 67% or above about 130%
* marks the source's active call; other numbers are inactive results; . = not tested or not shown. This is a subset, so the mix of outcomes need not match the whole.

SMILES	SUMO HTRF inh	MEKK3 PB1 HTS	GalR3 antag	MEKK2 mut-MEK5	CRFR2-BP antag	CRFR2-BP ag	HCV NS3 hel inh	FID counter	MEKK2 WT-MEK5
CSc1nnc(C)c(/C=C/NOCc2ccc(Cl)cc2)n1	-6	105	-4	0	28	0.6	0	1	103
CC(C)n1c(N2CCN(C(=O)Nc3ccccc3)CC2)nc2ccccc21	2	107	-1	12	-3	-1.6	-10	-17	113
COc1cc(NC(=O)C2CCN(S(=O)(=O)c3ccc(Cl)cc3)CC2)ccc1-n1cnnn1	17	101	-2	1	-9	0.7	0	-5	97
O=C(Nc1ccccc1)c1ccccc1OCc1cccc([N+](=O)[O-])c1	3	107	-1	-1	53*	0.4	3	-2	108
Cn1cc(Cl)c(C(=O)NC2CCCC2)n1	17	105	.	7	15	-1.6	-4	0	105
CS(=O)(=O)c1ccccc1C(=O)NCCC(c1ccccc1)c1ccccc1	-15	103	-10	-2	1	-1.5	-8	-32	97
CCOC(=O)c1ccc(NC(=O)CCc2nc(-c3ccccc3Cl)no2)cc1	-20	105	-9	0	-1	-0.5	-3	-9	103
COc1cc(C)c(S(=O)(=O)NCCCn2ccnc2)cc1C	-1	110	0	12	0	0.2	-9	9	113
COc1ccc(OC)c(CN2CCN(Cc3cc(=O)oc4cc(O)ccc34)CC2)c1	22	104	-6	2	1	-1.0	-42	5	110
Cc1cccc(NC(=O)CSc2nnc(Cn3cnc4ccccc43)o2)c1	13	95	-2	3	6	0.8	-1	-5	99
O=C(CN1C(=O)c2ccccc2S1(=O)=O)NCCSCc1cccc(Cl)c1	3	100	-8	1	2	-0.9	-6	-23	101
O=C(Nc1ccn(Cc2ccccc2F)n1)c1ccc(COc2cc(Cl)ccc2Cl)o1	7	103	-5	13	-4	8.6	-17	-20	113

A different layout for 4 compounds above:
SMILES,SUMO HTRF inh,MEKK3 PB1 HTS,GalR3 antag,MEKK2 mut-MEK5,CRFR2-BP antag,CRFR2-BP ag,HCV NS3 hel inh,FID counter,MEKK2 WT-MEK5
CC(C)n1c(N2CCN(C(=O)Nc3ccccc3)CC2)nc2ccccc21,2,107,-1,12,-3,-1.6,-10,-17,113
COc1cc(NC(=O)C2CCN(S(=O)(=O)c3ccc(Cl)cc3)CC2)ccc1-n1cnnn1,17,101,-2,1,-9,0.7,0,-5,97
O=C(Nc1ccccc1)c1ccccc1OCc1cccc([N+](=O)[O-])c1,3,107,-1,-1,53*,0.4,3,-2,108
Cn1cc(Cl)c(C(=O)NC2CCCC2)n1,17,105,.,7,15,-1.6,-4,0,105

Back to the main list, starting two compounds before the break.
SMILES	SUMO HTRF inh	MEKK3 PB1 HTS	GalR3 antag	MEKK2 mut-MEK5	CRFR2-BP antag	CRFR2-BP ag	HCV NS3 hel inh	FID counter	MEKK2 WT-MEK5
O=C(CN1C(=O)c2ccccc2S1(=O)=O)NCCSCc1cccc(Cl)c1	3	100	-8	1	2	-0.9	-6	-23	101
O=C(Nc1ccn(Cc2ccccc2F)n1)c1ccc(COc2cc(Cl)ccc2Cl)o1	7	103	-5	13	-4	8.6	-17	-20	113
Cc1cccc2c1OCC/C2=N\NC(=O)COc1ccccc1	16	95	-4	5	-29	0.7	1	-7	97
CCc1cc[n+](/C(C(=S)Nc2cccc(C)c2)=C(/[O-])c2ccc(C)c([N+](=O)[O-])c2)cc1	12	89	-6	6	10	-0.9	2	3	111
O=C(COC(=O)c1cccnc1Nc1cccc(C(F)(F)F)c1)NCc1ccc2c(c1)OCO2	8	101	-4	-3	2	-1.1	12	-4	95
CC1CC(C)CN(C(=O)C(NS(=O)(=O)c2ccc(Br)s2)c2ccccc2)C1 (stereo not drawn)	-2	93	-4	-3	-31	2.2	1	-23	95
COc1ccc(-n2nc(C(C)=O)c(=O)[nH]c2=O)cc1	7	110	0	-3	7	-2.8	2	0	108
CN1CCN(Cc2cc(=O)oc3ccc(Cl)cc23)CC1	24	99	-3	-4	3	1.6	2	0	98
Cc1cccc(N2CC(=O)N(c3cccc(C)c3)CC2=O)c1	20	104	-4	4	1	-6.7	6	-3	104
CC1CC(C)CN(S(=O)(=O)c2ccc(NC(=O)CN3C(=O)NC(C)(c4ccccc4)C3=O)cc2)C1 (stereo not drawn)	-18	105	-4	4	1	1.8	-38	-23	108
O=C(Cc1ccc(F)cc1)Nc1c(C(=O)N2CCN(c3ncccn3)CC2)oc2ccccc12	16	105	-11	5	9	0.2	-1	-41	106
CC(C)C12CN3CC(C(C)C)(CN(C1)C3c1ccccc1O)C2=O (stereo not drawn)	14	95	-5	-7	-22	-1.3	-7	-15	92
